# CIT2 TOR yeast = modulators of CIT2-GFP expression in yeast, primary screen, S. cerevisiae, GFP fusion, multiplex flow cytometry, MLPCN library | S. cerevisiae CIT2-GFP strain, 3 h; 100 means same as DMSO wells | GFP response vs DMSO, % at 10 µM | hit rate 0.065% among 320,000 | AID 2029, 2009;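 active = GFP response relative to DMSO above a set limit, near the screen mean plus 3 SD, cut at about 150% in these data; inconclusive = Fewer than 70 cells measured for a yeast strain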;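 also: ratio of well median GFP fluorescence to mean of DMSO wells on the plate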
# Bcl-xL primary = inhibitors of human Bcl-xL, primary screen, biochemical, fluorescence polarization, HTS; Bcl-2-like protein 1 (Homo sapiens), Q07817; GST-Bcl-xL / FITC-Bim BH3 peptide fluorescence polarization; inhibition, % at 10.9 µM; hit rate 0.7% among 320,000;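 active = inhibition above the mean of all tested compounds plus 3 SD, cutoff set per campaign, cut at about 30% in these data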;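 also: 0% = DMSO wells and 100% = unlabeled Bim-BH3 peptide competitor; inhibitors lower millipolarization by displacing the labeled peptide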
# VLA-4 inh = inhibition in human VLA-4 binding assay, primary screen, VLA-4 allosteric modulator project, MLPCN library, flow cytometry, VLA-4 expressing cells; inhibition, % (about 7 µM as worked out from the volumes in the protocol); Integrin alpha-4 (Homo sapiens), P13612; hit rate 0.2% among 330,000; ligand binding flow cytometry; in the data active = inhibition above about 50%
# Target sequence (P13612 whole entry, looked up): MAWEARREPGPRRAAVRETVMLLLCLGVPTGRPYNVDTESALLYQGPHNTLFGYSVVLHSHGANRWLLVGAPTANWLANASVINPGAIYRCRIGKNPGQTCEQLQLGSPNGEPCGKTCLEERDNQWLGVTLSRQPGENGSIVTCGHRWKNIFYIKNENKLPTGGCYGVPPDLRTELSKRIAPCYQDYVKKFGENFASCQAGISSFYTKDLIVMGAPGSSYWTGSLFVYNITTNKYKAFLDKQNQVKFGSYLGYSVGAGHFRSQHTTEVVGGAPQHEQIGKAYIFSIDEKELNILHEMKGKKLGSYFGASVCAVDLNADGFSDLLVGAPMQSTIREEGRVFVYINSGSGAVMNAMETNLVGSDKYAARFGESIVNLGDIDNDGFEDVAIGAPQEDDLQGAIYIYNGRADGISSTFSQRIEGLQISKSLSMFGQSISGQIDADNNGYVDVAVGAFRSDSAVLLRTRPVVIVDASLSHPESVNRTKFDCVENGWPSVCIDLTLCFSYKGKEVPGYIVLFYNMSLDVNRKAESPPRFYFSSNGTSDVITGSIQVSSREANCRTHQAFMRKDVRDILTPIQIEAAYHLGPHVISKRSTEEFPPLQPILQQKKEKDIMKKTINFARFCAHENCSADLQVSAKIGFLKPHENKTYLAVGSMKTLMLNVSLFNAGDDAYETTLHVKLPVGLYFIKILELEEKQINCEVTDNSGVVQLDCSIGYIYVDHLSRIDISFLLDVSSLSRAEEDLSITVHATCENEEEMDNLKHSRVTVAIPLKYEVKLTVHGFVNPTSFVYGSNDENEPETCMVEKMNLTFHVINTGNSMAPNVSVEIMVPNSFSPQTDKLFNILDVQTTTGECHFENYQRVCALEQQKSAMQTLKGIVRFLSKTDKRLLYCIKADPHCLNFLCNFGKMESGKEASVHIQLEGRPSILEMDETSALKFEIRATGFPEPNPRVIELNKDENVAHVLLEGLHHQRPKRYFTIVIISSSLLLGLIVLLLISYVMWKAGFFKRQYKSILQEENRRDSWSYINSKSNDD
# GLD-1 TGE inh = GLD-1/TGE RNA complex disruptors, primary screen, biochemical, fluorescence polarization | Female germline-specific tumor suppressor gld-1 (Caenorhabditis elegans), Q17339 | purified GLD-1 + fluorescein TGE RNA | inhibition, % at 5.96 µM | hit rate 0.44% among 320,000;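 active = percent inhibition above a per-plate cutoff, the plate mean of test compounds plus 3 SD, cut at about 30% in these data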;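 also: 0% = DMSO wells with GLD-1 and probe and 100% = wells lacking GLD-1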
# CR mimetic SO = reduction of superoxide in aged yeast, primary screen, HTS; S. cerevisiae aged cells, superoxide DHE fluorescence; active compounds read low; superoxide response (% of plate mean), % at 10 µM; hit rate 0.18% among 330,000;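 active = superoxide response under a set limit, about three screen SD below normal, cut at about 65% in these data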;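 also: yeast aged for seven days with compound at 30 °C before DHE staining; 100% = average MFI of all compound-treated wells on the plate with controls excluded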
# MEX-5 binding = MEX-5 zinc finger RNA-binding disruptors – biochemical, C. elegans, fluorescence polarization, MLPCN library, primary screen; Zinc finger protein mex-5 (Caenorhabditis elegans), Q9XUB2; MEX-5/FITC-TCR2 RNA binding; active compounds read low; activity score (negative = inhibition of binding), % at 10 µM; hit rate 0.38% among 300,000; AID 1832, 2009;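 active = inhibition past about -25% in most replicates, and total fluorescence under double the plate's negative control median, limit read from the data; inconclusive = replicates evenly split on the limit, or fluorescence at least double controls; inactive = too little inhibition in most replicates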;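 also: 0% = DMSO and -100% = 5 µM competing unlabeled TCR2 RNA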
# AGP1 TOR yeast = modulators of AGP1-GFP expression in yeast TOR pathway, primary screen, cell-based, multiplex flow cytometry, S. cerevisiae, MLPCN library; hit rate 0.02% among 320,000; AID 2066, 2009; GFP response vs DMSO, % at 10 µM; 3 h; GFP as percent of DMSO wells;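 active = GFP response relative to DMSO above a set limit, near screen average plus 3 SD, cut at about 150% in these data; inconclusive = fewer than 70 cells counted for the yeast strain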;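 also: median GFP channel fluorescence of the gated AGP1 strain per well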
# MCL1 BIM primary = inhibitors of MCL1 binding to BIM-BH3, primary screen, biochemical, fluorescence polarization; Induced myeloid leukemia cell differentiation protein Mcl-1 (Homo sapiens), Q07820; GST-MCL1 / FITC-Bim-BH3 fluorescence polarization; inhibition, % at 10.9 µM; hit rate 0.68% among 320,000; AID 2057, 2009;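 active = inhibition above the mean inhibition of all tested compounds plus 3 SD, set per campaign, cut at about 40% in these data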;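 also: 0% = DMSO wells and 100% = unlabeled Bim-BH3 peptide control; higher means more loss of mP so more displacement of Bim peptide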
# GRK2 aptamer HTS = compounds blocking aptamer binding on GRK2 – biochemical, human GRK2, bead flow cytometry, HTS, primary screen. inhibition of aptamer binding, % at 10 µM. FAM-aptamer displacement from GRK2. hit rate 0.59% among 330,000. Beta-adrenergic receptor kinase 1 (Homo sapiens), P25098;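 active = inhibition of aptamer binding above 40%, roughly 3 SD of noise, on plates passing a quality check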;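 also: median bead fluorescence of bound FAM aptamer so fluorescent compounds give negative values; no value below 0 was filed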
# The depositor's hits bear a star; ? = inconclusive; . = not tested or not shown.
# The first 2 entries, to show the layout:
canonical_smiles	CIT2 TOR yeast	Bcl-xL primary	VLA-4 inh	GLD-1 TGE inh	CR mimetic SO	MEX-5 binding	AGP1 TOR yeast	MCL1 BIM primary	GRK2 aptamer HTS
COc1ccc(-c2[nH]ncc2CN2CCN(c3ccc(F)cc3)CC2)cc1	?	4	6	1	111	-1.1	?	7	2
Cc1ccc(-c2nc(-c3ccncc3)no2)c(C)c1	108	4	9	-1	101	0.4	92	-8	2

# The whole of this part, previewed entries included:
canonical_smiles	CIT2 TOR yeast	Bcl-xL primary	VLA-4 inh	GLD-1 TGE inh	CR mimetic SO	MEX-5 binding	AGP1 TOR yeast	MCL1 BIM primary	GRK2 aptamer HTS
COc1ccc(-c2[nH]ncc2CN2CCN(c3ccc(F)cc3)CC2)cc1	?	4	6	1	111	-1.1	?	7	2
Cc1ccc(-c2nc(-c3ccncc3)no2)c(C)c1	108	4	9	-1	101	0.4	92	-8	2
Cc1cc(C(=O)NNC(=O)CN2C(=O)NC3(CCCCC3)C2=O)c(C)o1	89	2	19	0	113	.	97	1	0
COC(=O)c1ccccc1C(=O)c1ccc2c(c1)NC(=O)CO2	102	4	4	2	109	0.1	109	-2	5
CC(OC(=O)CC1CC2CCC1C2)C(=O)Nc1ccc(N2CCOCC2)cc1 (stereo not given)	90	-1	-14	2	103	-0.6	99	4	1
CC(C)(C)c1cc(/C=N/NC(=O)Cc2nc3ccccc3[nH]2)cc(C(C)(C)C)c1O	95	1	20	-5	102	0.4	98	0	0
Cc1cc(N2CCN(C)CC2)nc2ccc(NC(=S)NCc3cccs3)cc12	102	9	-9	0	105	-3.1	102	9	0
COC(=O)C(CC(C)C)Oc1ccc2c(C)cc(=O)oc2c1 (stereo not given)	106	7	-3	-2	93	1.8	96	11	3
CC(C)(C)C(=O)CSc1ncccn1	93	4	-21	0	113	-1.3	97	-1	0
CCN(C(=O)CSc1n[nH]c(N)n1)C1CCCCC1	100	.	4	-4	100	.	100	.	0
Cc1ccc(NC(=O)c2ccc(NS(=O)(=O)c3ccc4[nH]c(=O)[nH]c4c3)cc2)nc1	94	4	-4	7	97	2.3	95	2	0
COc1ccccc1NC1=NC(c2ccc(Cl)cc2)N=C(N)N1 (stereo not given)	106	5	-11	5	93	0.6	108	2	0
CS(=O)(=O)c1cnc2c(S(=O)(=O)c3ccccc3)cnn2c1N	89	6	-6	-3	103	2.1	99	4	0
OCCN(CCO)CC(O)CN1c2ccccc2Sc2ccccc21 (stereo not given)	104	5	15	-6	97	-1.0	91	5	0
Cc1cc(C)nc(/N=C(\N)Nc2ccc(SC(F)F)cc2)n1	106	1	-11	4	95	0.5	108	-7	0
NC(=O)C1CCN(C(=O)c2cc(Cl)c3c(c2)OCCO3)CC1	71	.	-4	6	113	.	99	.	0
CCOC(=O)N1CCC(NC(=O)c2ccc3c(=O)n4c(nc3c2)CCCC4)CC1	92	0	17	4	97	0.8	94	-2	3
COc1ccccc1CNC(=O)C1CCCC1	104	-5	-1	5	102	2.7	104	-12	0
CCOC(=O)C1=C(CC)Nc2ccccc2N=C1NC(=O)c1ccc(S(=O)(=O)N2CCOCC2)cc1	86	-3	4	-5	103	2.9	.	-4	0
CC(=O)CCc1ccc(OCC(O)CNCCOc2ccc(C)cc2)cc1 (stereo not given)	105	7	8	0	93	-0.7	106	6	0
Cc1n[nH]c(=O)c2c(NC(=O)CSc3nn(-c4ccccc4)c(=S)s3)oc(C)c12	110	-6	-10	-4	75	1.1	104	-1	0
COc1ccc(C2CC(=O)C=C(NC3CCCC3)C2)cc1 (stereo not given)	82	-4	12	-3	96	0.5	92	-6	0
CC1CN(/C(=N\S(=O)(=O)c2ccccc2)c2ccccc2)CC(C)O1 (stereo not given)	111	3	4	7	92	1.1	109	2	0
CC(C)CC(=O)Nc1ccc(C(=O)CN2CCN(c3ccc(O)cc3)CC2)cc1	?	4	14	5	104	-0.8	?	-2	12
CCC1=NN(C(=O)C(=O)Nc2ccc(OC)cc2)C(O)(C(F)(F)F)C1 (stereo not given)	104	-14	5	5	86	4.7	103	-7	0

# (listing goes on)
canonical_smiles	CIT2 TOR yeast	Bcl-xL primary	VLA-4 inh	GLD-1 TGE inh	CR mimetic SO	MEX-5 binding	AGP1 TOR yeast	MCL1 BIM primary	GRK2 aptamer HTS
CCC(C)(C)NC(=O)C(c1ccccc1Cl)N(Cc1cccnc1)C(=O)CCC(=O)Nc1cc(C)on1 (stereo not given)	92	10	3	-4	112	-0.7	97	5	0
Cc1ccc(S(=O)(=O)N(Cc2cc3ccc(C)cc3[nH]c2=O)c2ccccc2)cc1	113	9	7	5	105	-0.3	108	-9	2
CSc1ccccc1OCc1cc(C(=O)N2CCc3sccc3C2)no1	97	1	6	6	102	0.7	100	-4	1
CCn1nc(C)c(/C=N/NC(=O)CSc2ccccn2)c1C	102	-4	3	7	86	0.9	110	-7	0
CCC(=O)Nc1c2c(nn1-c1ccccc1C)CSC2	102	5	-8	3	87	3.0	100	5	0
CCOC(=O)c1c(-c2cccs2)csc1NC(C)=O	92	0	3	-9	99	2.7	91	2	1
CCN1C(=S)SC(=O)C1=C1C=C(C)N(CCO)C(C)=C1	103	3	-4	-64	89	-0.6	113	3	0
O=C(COC(=O)/C=C/c1ccc(Cl)cc1)NC1CC1	111	.	-6	8	86	.	103	.	2
COc1cc(/C=C/C(=O)O)cc(S(=O)(=O)Nc2ccccc2C(=O)NCc2ccco2)c1OC	113	.	-2	5	77	.	99	.	0
O=c1c(CN2CCN(c3ccccn3)CC2)coc2ccccc12	106	3	7	-5	93	-1.8	103	12	4
COc1ccc(C(=O)Nc2nnc(C)s2)cc1S(=O)(=O)N1CCOCC1	101	5	-14	1	114	.	112	6	0
COc1ccc(NC(=O)c2sc3nc(N4CCCC4)c4c(c3c2N)CC(C)(C)OC4)c(OC)c1	97	2	22	0	112	0.5	100	-2	3
CCCN(CCC)C(=O)C1CCC(CNS(=O)(=O)c2cccc3nsnc23)CC1 (stereo not given)	119	1	-10	2	95	-3.4	101	2	0
Cc1nn(CC(=O)NC(C)c2ccccc2)c(=O)c2ccccc12 (stereo not given)	103	-1	-6	3	95	-0.2	106	0	0
CCN1C(=O)C(NC(C)=O)c2cc(Br)ccc21 (stereo not given)	94	-2	12	-5	100	2.1	96	-8	2
O=C(COc1cccc(OC(F)F)c1)Nc1ccc(SC(F)F)cc1	109	5	1	2	108	3.3	106	8	2
Cc1ccc(NC(=O)c2ccc3c(c2)[nH]c(=O)n3C(C)C)cc1	126	9	-2	4	98	-4.3	108	11	0
O=C(N1CCOCC1)N1CCC(n2nnc3ccccc32)CC1	100	2	0	0	88	2.9	109	5	4
CCOC(=O)C1=C(C)NC(=S)NC1c1ccc(-c2cccc(Cl)c2C)o1 (stereo not given)	102	7	-3	-1	100	-0.3	109	12	0
Cc1ccc(-c2nc3ccccc3s2)cc1NC(=S)NC(=O)/C=C/c1ccco1	96	-2	11	3	125	1.2	99	7	0
CCOC(=O)C1CCCN(c2c(NCC3CCCN3CC)c(=O)c2=O)C1 (stereo not given)	98	4	37	7	98	-0.9	90	7	.
CCCn1nnc(NC(=O)/C=C/c2cc(Br)ccc2OC)n1	103	2	3	0	83	1.0	109	-1	1
CCN1CCN(S(=O)(=O)c2cccc([N+](=O)[O-])c2)CC1	94	8	19	-2	105	2.8	96	8	1
COc1ccc(CC(=O)Nc2nnc(C(C)(C)C)s2)cc1OC	102	1	2	5	118	-2.4	102	-1	2
O=C(Cc1cccs1)Nc1ccc(F)cc1F	103	4	-8	1	98	-1.3	100	6	4

# Three structures already listed, ordered by count of non-hydrogen atoms, lowest first.
canonical_smiles	CIT2 TOR yeast	Bcl-xL primary	VLA-4 inh	GLD-1 TGE inh	CR mimetic SO	MEX-5 binding	AGP1 TOR yeast	MCL1 BIM primary	GRK2 aptamer HTS
CCN1CCN(S(=O)(=O)c2cccc([N+](=O)[O-])c2)CC1	94	8	19	-2	105	2.8	96	8	1
O=C(N1CCOCC1)N1CCC(n2nnc3ccccc32)CC1	100	2	0	0	88	2.9	109	5	4
CSc1ccccc1OCc1cc(C(=O)N2CCc3sccc3C2)no1	97	1	6	6	102	0.7	100	-4	1

# Following part:
compound | CIT2 TOR yeast | Bcl-xL primary | VLA-4 inh | GLD-1 TGE inh | CR mimetic SO | MEX-5 binding | AGP1 TOR yeast | MCL1 BIM primary | GRK2 aptamer HTS
Cc1cc(C(=O)COC(=O)c2cccc(O)c2)c(C)n1C1CC1 | 98 | -1 | 1 | 6 | 98 | . | 99 | 0 | 2
CC(C)(C)n1nc2c(c1NC(=O)COc1ccc3ccccc3c1)CS(=O)(=O)C2 | 100 | 2 | -2 | 1 | 100 | -0.1 | 100 | 5 | 3
FC(F)(F)Oc1ccc(NC(=S)NCCCN2CCOCC2)cc1 | 104 | 7 | -4 | -1 | 97 | 0.4 | 113 | -2 | 0
CCN(CCO)Cc1csc2ccc(C(C)(C)C)cc12 | 99 | 9 | 12 | -1 | 93 | 0.5 | 98 | 14 | 1
CCOC(=O)CCC(=O)Nc1cc(S(=O)(=O)N2CCOCC2)ccc1N1CCCCC1 | 94 | 0 | 11 | 2 | 70 | . | 95 | -1 | 4
CCOc1ccc(S(=O)(=O)N2CCC(C(=O)NCC3CCCO3)CC2)cc1C (stereo not given) | 106 | 0 | -9 | 2 | 100 | 2.5 | 104 | 3 | 0
CCn1ccnc1CN(C)Cc1nc(-c2ccccc2)no1 | 98 | 8 | 1 | 1 | 97 | -1.0 | 101 | 9 | 0
CCCc1ccc(OC(=O)c2cccs2)cc1 | 99 | 3 | -2 | 2 | 83 | 1.8 | 97 | 12 | 0
CCCCc1cc(=O)oc2cc(C)cc(OCC(=O)NCc3ccccn3)c12 | 112 | 4 | -3 | 2 | 144 | -0.1 | 112 | 0 | 2
Cc1ccc(NC(=O)CSc2nc(=O)n(CCCN3CCOCC3)c3c2CCCC3)cc1 | 96 | 6 | 33 | -1 | 93 | -0.6 | 108 | 4 | 0
COc1ccc(C)cc1S(=O)(=O)N(C)CC(=O)NC1CCCC1 | 107 | 3 | -3 | 0 | 107 | 1.2 | 103 | 5 | 2
